Source: PubChem (National Center for Advancing Translational Sciences (NCATS))
GCN5L2 inh = inhibitors of human GCN5L2 histone acetyltransferase. Q92830. GCN5L2 HAT assay, ThioGlo1 CoA-SH fluorescence. Potency, µM (doses to about 58.9 µM), for the others: at the top dose activity change, negative = inhibition, most hits filed as inhibitors. 390,000 tested, 0.21% active
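ThioGlo1-coupled HAT assay: 20nM GCN5L2, 70uM acetyl-CoA, 75uM H3(1-25) peptide, pH 7.5. Fluorescence read at 340/540nm at start and after 20 min at room temperature.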
N370S GC = N370S glucocerebrosidase modulation, Gaucher chaperone candidate | 330,000 tested, 0.092% active | AID 2101 | Potency, µM (doses to about 59.4 µM), without a hit: top-dose activity change, negative = inhibition, usual class: inhibitors | N370S GC spleen homogenate, 4MU-glucoside fluorescence;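 further: 0% = full enzyme activity and -100% = no enzyme basal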
FEN1 inhibitor = blocks human flap endonuclease 1. Recombinant FEN1 flap cleavage, fluorescence, 15 min. 390,000 tested, 0.35% active. Potency, µM (highest dose often 114 µM), without a hit: at the highest dose activity change, negative = inhibition, most hits filed as inhibitors. AID 588795; further: nearly all actives have a fitted effect of over 65% in size
Target sequence (P39748 whole entry, looked up): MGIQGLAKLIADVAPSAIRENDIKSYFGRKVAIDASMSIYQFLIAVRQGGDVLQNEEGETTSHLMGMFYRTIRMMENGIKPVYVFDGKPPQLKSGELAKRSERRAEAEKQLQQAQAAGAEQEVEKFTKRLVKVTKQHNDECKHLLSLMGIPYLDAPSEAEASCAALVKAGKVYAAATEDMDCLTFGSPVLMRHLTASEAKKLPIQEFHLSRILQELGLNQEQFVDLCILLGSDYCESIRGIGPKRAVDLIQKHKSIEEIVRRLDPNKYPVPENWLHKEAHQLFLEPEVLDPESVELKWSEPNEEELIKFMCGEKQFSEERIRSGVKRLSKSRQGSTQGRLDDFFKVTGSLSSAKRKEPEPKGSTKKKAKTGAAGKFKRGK
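Reaction started by adding substrate (50 nM final) to 10 nM enzyme after 15 min room-temperature compound preincubation. Reads at 0 and 15 min, with data normalized and fitted to a four-parameter Hill equation.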
Active calls of the source: *; ? = inconclusive; · = not tested or not shown; [ ] = dose if it differs, or a comment. The call rests on the fitted dose curve; in most records, active means well fitted curve in the direction sought with a large enough effect; inconclusive means small, poorly fitted or top-dose-only effect, or another doubt; inactive means no such curve, though single readings can be large; an effect the other way counts as inactive or inconclusive. Unless noted, on the % scale 0 is the no-effect control and ±100 the full control effect; potency means the concentration at half of the fitted maximal effect.

SMILES	GCN5L2 inh	N370S GC	FEN1 inhibitor
COCCNC(=O)c1ccc(N2CC3CC(C2)c2cccc(=O)n2C3)c(NC(=O)c2ccc(Br)o2)c1 (stereo not drawn)	1%	-1%	3%
COc1ccccc1NC(=O)c1cc(S(=O)(=O)N(C)C2CCCCC2)ccc1F	3%	·	0%
CCN1CCN(Cc2c(C(=O)N/N=C(\C)c3ccc(Cl)cc3)nnn2-c2nonc2N)CC1	-4%	-1%	-4%
CC1CN(c2ccccc2)CCN1Cc1nc(Cc2ccccc2)no1 (stereo not drawn)	?	-3%	-12%
O=C(/C=C/c1ccncc1)c1ccc(NC(=O)c2ccccc2F)cc1	-13%	9%	?
Cc1ccc(-n2ccnc(NCCc3ccccc3)c2=O)cc1C	-11%	·	-10%
C=CCSc1nc(-c2ccccc2)c2cc(Cl)ccc2n1	-11%	3%	-17%
Cc1c(Cl)c(-c2n[nH]c(=S)n2Cc2ccco2)nn1C	-2%[0.501 µM]	5%	6%
COc1ccccc1-c1cc(C(F)(F)F)nc(S(=O)(=O)CCCC(=O)Nc2ccc(F)cc2F)n1	4%	·	1%
CN(C)CCCN(C(=O)c1ccc(S(=O)(=O)N2CCCCCC2)cc1)c1nc2c(F)cc(F)cc2s1	-12%	-14%	-3%
OCC1OC(n2cnc3c(NC4CCCCC4)ncnc32)C(O)C1O (stereo not drawn)	-6%	-9%	1%
CN1CCN(C/C(=C2/N=C(c3ccccc3)OC2=O)N(C)C)CC1	-8%	?	13%
COc1cc(CN2CCC(n3nccc3NC(=O)c3ccccc3OC)CC2)ccc1F	0%	-12%	0%
CC1CN(CCOCCOc2ccccc2-c2ccccc2)CC(C)O1 (stereo not drawn)	-2%	-5%	13%
CCC(CC)C(=O)N1CCc2cc(OC)c(OC)cc2C1COc1ccccc1OC (stereo not drawn)	-3%	·	-15%
COc1cc(/C=N/NC(=O)Cc2csc(C)n2)ccc1OCC(C)C	-4%	0%	17%
CC(C)CNC(=O)CN(c1ccccc1)S(=O)(=O)c1ccccc1[N+](=O)[O-]	-16%	-2%	-2%
CCOc1ccccc1NC(=O)C(OC(=O)C1CC1)c1ccccc1 (stereo not drawn)	14%	?	-11%
Cc1nc(N)nc(Nc2ccc(C#N)cc2)c1Br	-15%	0%	2%
COc1ccc(N2CCN(C(=O)C3CCN(C(=O)c4ccccc4Cl)CC3)CC2)cc1	-1%	-5%	3%
COc1ccccc1C(OC(=O)c1cccs1)C(=O)NCc1ccco1 (stereo not drawn)	-1%	-8%	-3%
COc1ccc(C2=C(C)C(=O)N(Cc3ccc(C(=O)NCc4cccc(C)c4)cc3)S2(=O)=O)cc1	-1%	·	6%
Cc1cccc(NC(=O)CNC(=O)c2ccco2)n1	-1%	4%	-5%
COC(=O)CCC[C@H]1CC2(C[C@H](CCCO[Si](C)(C)C(C)(C)C)N1C(=O)OC(C)(C)C)OCCO2	0%	·	-23%
N#C/C(=C\c1ccc[nH]1)C(=O)NC1CC1	-2%	-5%	2%
c1ccc2nc3c(cc2c1)CCCCCC3	1%	12%	1%
Cc1ccccc1NC(=O)NCc1ccc2c(c1)OCO2	-3%	3%	-9%
O=C(CCN1C(=O)/C(=C\c2ccccc2Cl)SC1=S)N1CCN(c2ccccc2)CC1	-3%	-8%	-8%
O=C(c1cc(-c2cccc(O)c2)on1)N1CCCCC1	?	2%	16%
COc1cc(C(=O)N/N=C/c2ccc(OC(=O)c3cccc(C)c3)cc2)ccc1O	-21%	-7%	-18%
COc1ccc(C(=O)NCC(=O)OCc2ccc(F)cc2)cc1	-9%	-19%	1%
Cc1cccc(OCc2nnc(SCC(=O)Nc3ccc(N4CCOCC4)cc3)o2)c1	-2%	-3%	-9%
CCOc1ccc(N(CC(=O)Nc2cccc(F)c2)S(=O)(=O)c2c(C)noc2C)cc1	0%	16%	-13%
COc1ccc(NC(=O)CCCCC(=O)Nc2ccc(OC)cc2)cc1	-2%	-1%	-3%
COC(=O)c1cc(CSc2nnc(-c3ccccc3)c(-c3ccccc3)n2)oc1C	-7%	6%	15%
COc1ccc(OC)c(Nc2cc(-c3ccccc3)nc(N)n2)c1	-13%	?	-15%
CCOC(=O)N1CCN(C(=O)CCN2C(=O)c3ccccc3S2(=O)=O)CC1	1%	-7%	-8%
COCCNC(=S)N(CCCN(C)C)Cc1cc2cc3c(cc2[nH]c1=O)OCCO3	-6%	?	1%
CC(C)c1ccc(NC(=O)c2cn(C3CCCCC3)c(=O)c3c2c2ccccc2n3C)cc1	-7%	·	-12%
O=C(COc1ccccc1Cl)N1CCc2ccccc2C1	3%	-3%	6%
COc1ccc(C(C(=O)NC2CCCCC2)N(C(=O)CCl)c2ccccc2Cl)cc1 (stereo not drawn)	0%	0%	5%
Cc1c(C(=O)OC(C)C(C)C[N+](C)(C)C)oc2ccccc12 (stereo not drawn)	-7%[0.501 µM]	11%	-1%
O=C(COC(=O)c1ccccc1Nc1cccc(C(F)(F)F)c1)NCc1ccco1	-9%	17%	-7%
COc1ccccc1OCc1nnc(-c2ccccc2)o1	2%	·	-6%
COc1ccc2c(c1OC)C(=O)N1N=C(c3ccc(-c4ccccc4)cc3)CC21 (stereo not drawn)	-5%	4%	-2%
COc1ccc(CCNC(=O)c2ccc(CNc3c(N4CCOCC4)c(=O)c3=O)cc2)cc1OC	-27%	3%	-1%
Cc1cc(C)c(NC(=O)CSc2nc3c([nH]c4ccccc43)c(=O)n2C)c(C)c1	-3%	·	5%
O=C(CCS(=O)(=O)c1cccc2nonc12)N1CC(=O)N(CCc2ccccc2)C(=O)C1	2%	2%	0%
CCOC(=O)C1CCCN(C(=O)c2cc(COc3ccc(C)nc3)on2)C1 (stereo not drawn)	-2%	-13%	-3%
CCOC(=O)c1c(C)n(CC(COC(C)=O)OC(C)=O)c2ccc(OC(C)=O)cc12 (stereo not drawn)	?	4%	-5%
O=C(CSc1nc2ccccc2n1S(=O)(=O)c1cccc([N+](=O)[O-])c1)NCc1cccs1	3%	5%	-6%
CCC(C)OC(=O)C(C)Oc1ccc(-c2ccccc2)cc1 (stereo not drawn)	4%	1%	-23%
CCOC(=O)C1=C(CN2CCC(C)CC2)NC(=O)NC1c1ccc(OC(C)C)cc1 (stereo not drawn)	-6%	·	-15%
O=C(NCc1ccccn1)c1cc(Cl)ccc1OCc1ccccc1	-25%	?	-17%
COc1ccc(C(=O)Oc2c(Sc3ccccc3)c(C)nn2-c2ccccc2)c(OC)c1	-2%	·	-10%
Cn1c(=O)c(=O)n(C)c2cc(S(=O)(=O)N3CCN(Cc4ccccc4)CC3)ccc21	-6%	-25%	-2%
CCN(CC)C(=S)Nc1ccc(Cl)c(Cl)c1	-1%	-1%	-1%
O=C(Cc1ccccc1)NC(=S)Nc1ccc(N2CCCCC2)cc1	-4%	4%	-15%
O=C(c1ccc(-c2cc3ccccc3oc2=O)cc1)N1CCN(c2ccc(Cl)cc2[N+](=O)[O-])CC1	-17%	-2%	-3%
CCCn1c(SCC(=O)Nc2cc(S(=O)(=O)N(C)C)ccc2OC)n[nH]c1=O	-8%	14%	5%

Sorted by molecular weight (largest number first): part of the list above.
SMILES	GCN5L2 inh	N370S GC	FEN1 inhibitor
COC(=O)CCC[C@H]1CC2(C[C@H](CCCO[Si](C)(C)C(C)(C)C)N1C(=O)OC(C)(C)C)OCCO2	0%	·	-23%
COc1ccc(C2=C(C)C(=O)N(Cc3ccc(C(=O)NCc4cccc(C)c4)cc3)S2(=O)=O)cc1	-1%	·	6%
O=C(CCS(=O)(=O)c1cccc2nonc12)N1CC(=O)N(CCc2ccccc2)C(=O)C1	2%	2%	0%
COc1cc(CN2CCC(n3nccc3NC(=O)c3ccccc3OC)CC2)ccc1F	0%	-12%	0%
CCC(CC)C(=O)N1CCc2cc(OC)c(OC)cc2C1COc1ccccc1OC (stereo not drawn)	-3%	·	-15%
COC(=O)c1cc(CSc2nnc(-c3ccccc3)c(-c3ccccc3)n2)oc1C	-7%	6%	15%
CCOC(=O)C1=C(CN2CCC(C)CC2)NC(=O)NC1c1ccc(OC(C)C)cc1 (stereo not drawn)	-6%	·	-15%
CCOC(=O)N1CCN(C(=O)CCN2C(=O)c3ccccc3S2(=O)=O)CC1	1%	-7%	-8%
CC(C)CNC(=O)CN(c1ccccc1)S(=O)(=O)c1ccccc1[N+](=O)[O-]	-16%	-2%	-2%
CN1CCN(C/C(=C2/N=C(c3ccccc3)OC2=O)N(C)C)CC1	-8%	?	13%
COc1ccc(OC)c(Nc2cc(-c3ccccc3)nc(N)n2)c1	-13%	?	-15%
Cc1ccc(-n2ccnc(NCCc3ccccc3)c2=O)cc1C	-11%	·	-10%
CCN(CC)C(=S)Nc1ccc(Cl)c(Cl)c1	-1%	-1%	-1%
c1ccc2nc3c(cc2c1)CCCCCC3	1%	12%	1%

Additional entries follow.
SMILES	GCN5L2 inh	N370S GC	FEN1 inhibitor
COc1ccccc1/C=C1\SC(=S)N(CCC(=O)Nc2cccc(O)c2)C1=O	-12%	-3%	-15%
CC(C)CNC(=O)C1CC(=O)OC12CCCCC2 (stereo not drawn)	0%	5%	3%
Cc1ccc(OCC(=O)N/N=C/c2cccc3cccnc23)cc1	-7%	0%	-12%
CCOC(=O)c1cc(CC)sc1/N=C/C1=C(O)CCCC1=O	3%	-13%	-2%
CCN(CC)c1ccc(NC(=O)COC(=O)CCC(=O)c2cccs2)cc1	-3%	·	10%
COc1ccc2nc(SCC(=O)c3ccco3)[nH]c2c1	1%	2%	-4%
CCN(CC)CCNc1nc2c(c(=O)[nH]c(=O)n2C)n1CCCc1ccccc1	-10%	1%	-3%
COC(=O)c1cc2sc(C)cc2n1Cc1cccc(OC)c1	-6%	·	-18%
COc1ccccc1Nc1c([N+](=O)[O-])cncc1[N+](=O)[O-]	-2%	1%	15%
Cc1ccc(/C=C2/NC(=O)N(Cc3ccc(Br)cc3)C2=O)o1	?	-1%	-5%
O=C(NCC1CCCO1)c1ccc(COc2ccc(Cl)cc2)cc1 (stereo not drawn)	-2%	0%	0%
O=c1c2cc(F)ccc2[nH]c(=S)n1CCCN1CCOCC1	-2%	5%	-2%
CCN1C(=O)c2ccccc2S(=O)(=O)c2ccc(C(=O)NCc3ccc(OC)cc3)cc21	-9%	·	-3%
CCOC(=O)c1[nH]c(C)c(C(=O)OCC(=O)NCc2ccc(Cl)cc2)c1C	-4%	·	2%
Oc1c(I)cc(Cl)c2cccnc12	-6%	-12%	?
O=C(c1ccccc1)N1CCCC(C(=O)N2CCCCC2)C1 (stereo not drawn)	-1%	-7%	3%
COc1ccc(-n2ccnc(NCc3ccccc3Cl)c2=O)cc1OC	-2%	·	-4%
CCCCOc1ccc(-c2cc(C(=O)NNC(=S)NCC)c3ccccc3n2)cc1	-5%	-5%	-31%
S=c1[nH]ncc2ccccc12	-6%	4%	-5%
Cc1nnc(SCC(=O)NCc2ccccc2F)c2nn(-c3ccc(Cl)cc3)c(C)c12	-1%	·	-7%
COc1ccc(CNC(=O)Cc2c(C)c3c(O)cc(C)cc3oc2=O)cc1	-9%	·	3%
O=C(COC(=O)/C=C/c1cccc(F)c1)Nc1ccc2[nH]c(=O)[nH]c2c1	-1%	-13%	-2%
COc1ccc(CCN(C)CCCOc2ccc(S(=O)(=O)c3[nH]c4ccccc4c3C(C)C)cc2)cc1OC	-20%	?	·
COc1ccc(-c2cc(-c3ccc4c(c3)NC(=O)CO4)nc3c2COc2ccc(C)cc2-3)cc1	-6%	·	-7%
CCc1ccc2occ(CC(=O)Nc3ccccc3C(F)(F)F)c2c1	5%	·	2%
COc1ccc(C(=O)OCC(=O)NCCCc2ccccc2)c(OC)c1	-27%	-6%	0%
Cc1cc(N2CCN(c3ccccc3)CC2)n2nnnc2n1	-2%	-1%	6%
CC(NC(=O)c1ccccc1N)c1ccccc1 (stereo not drawn)	-16%	-3%	4%
O=c1oc(-c2ccccc2Br)nc2ccccc12	-1%	1%	-8%
CCOCCn1[nH]c2ccccc2c1=O	2%	-9%	-18%
CCCCC(=O)N=c1sc2c(OC)ccc(OC)c2n1C	-2%	4%	-2%
Cc1nc2ccn(Cc3ccccc3)c(=O)c2cc1C(=O)N1CCN(c2ccccc2)CC1	-6%	1%	2%
Nc1cc(=O)nc(SCC(=O)Nc2ccc(F)cc2)n1CCc1ccccc1	0%	·	-7%
COC(=O)Cc1c(C)nc2nc(-c3ccccc3)[nH]n2c1=O	-18%	3%	0%
CN1CCc2nc(SCC(=O)Nc3ccc(F)cc3)c(C#N)cc2C1	-5%	-5%	·
CC(C)COC(=O)N1C(COCc2ccccc2)CCC=CS1(=O)=O (stereo not drawn)	·	2%	-3%
CS(=O)(=O)N1CCC2(CC1)CN(Cc1ccc(C#N)cc1)C2	0%	3%	·
Cc1ccc(OCCN(C)C(=O)C2CCC(=O)N(CCCN3CCCC3=O)C2)cc1 (stereo not drawn)	2%	0%	4%
CC(=O)n1c(=O)c2ccccc2c(=O)n1-c1ccccc1	16%	-7%	-27%
Cc1cc2ccccc2c(=O)n1CC(=O)NCC(=O)N1CCN(c2cccc(Cl)c2)CC1	-11%	-2%	5%
COc1ccc([N+](=O)[O-])cc1NC(=O)C(C)Sc1nc(C)c(C)c(C)n1 (stereo not drawn)	-5%	28%	2%
